HRP interference – HRP/luminol detection interference without ALR, dose response, artefact control for ALR inhibitor project, biochemical, luminescence, no ALR or DTT; HRP/H2O2 luminol luminescence counterscreen, no ALR; AC50 in µM for hits, for the others activity change, negative = inhibition, % at the top dose, mostly 10 µM; hit rate 15% among 2,500;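 active = signal-lowering compounds whose fitted half-maximal concentration AC50 is no higher than ten times their top tested concentration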;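 also: 0% = median of neutral control wells and -100% = median of quercitin 100 µM wells; many of its hits are not listed in these tables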
* = called active by the depositor.

A first look:
entry	compound	HRP interference
1	COc1ccc(S(=O)(=O)N2Cc3ccccc3CC2C(=O)Nc2ccc(O)cc2)cc1OC (stereo unspecified)	-9.3%
2	Nc1ccc(NC(=O)c2cccs2)cc1	-4.8%
3	COC(=O)c1ccc(NC(=O)CN2CCN(c3ccccc3)CC2)cc1	-0.7%
4	Cc1ccccc1Nc1c(-c2ccccn2)nc2ccccn12	-2.0%

Results, from the start:
entry	compound	HRP interference
1	COc1ccc(S(=O)(=O)N2Cc3ccccc3CC2C(=O)Nc2ccc(O)cc2)cc1OC (stereo unspecified)	-9.3%
2	Nc1ccc(NC(=O)c2cccs2)cc1	-4.8%
3	COC(=O)c1ccc(NC(=O)CN2CCN(c3ccccc3)CC2)cc1	-0.7%
4	Cc1ccccc1Nc1c(-c2ccccn2)nc2ccccn12	-2.0%
5	Cc1cnc(C(=O)Nc2ccc(C(=O)N3CCCCC3)cc2)cn1	2.4%
6	CC(=O)Nc1ccc(SC[C@H](C)CN2CC[C@H](C(C)(C)C)CCC2=O)cc1	-0.4%
7	O=C(c1cccc(C(F)(F)F)c1)C1CCCN(C(=O)c2cc(C3CC3)[nH]n2)C1 (stereo unspecified)	6.2%
8	CN(C)c1ccc(CNC(=O)c2cc(S(=O)(=O)N3CCCC3)cn2C)cc1	1.1%
9	O=C(N/N=C/c1ccc(O)c(O)c1)C1c2ccccc2Oc2ccccc21	-10.3%
10	Cc1nc2cc(N)ccc2n1-c1ccccc1	1.5%
11	CCCn1c2ccc(/C(C)=N\O)cc2c2cc(/C(C)=N/O)ccc21	-2.7%
12	CCC(=O)Nc1nnc(C(C)(C)C)s1	-2.7%
13	COc1cc(C(=S)N(C)C)ccc1O	-16.8%
14	O=C(c1cc(C2CC2)on1)N1CCN(c2ccccc2)CC1	0.2%
15	Cc1ccc(NNC(=O)c2ccno2)cc1C	0.635µM*
16	O=C1CCC(C(=O)N2CCCC(Nc3ccc(F)cc3)C2)=NN1 (stereo unspecified)	-2.8%
17	COc1ccccc1N1CCN(CCc2n[nH]c(=S)n2-c2ccccc2)CC1	-1.9%
18	O=C(CN1C(=O)C2CC=CCC2C1=O)Nc1nc2ccc(F)cc2s1 (stereo unspecified)	0.7%
19	CCCS(=O)(=O)N1CCCC(C(=O)NCCCN(CC)c2cccc(C)c2)C1 (stereo unspecified)	-5.4%
20	COc1ccc(CNC(=O)c2cccc(N(C)C)c2)cc1	0.3%

Remaining list, next part:
entry	compound	HRP interference
21	Cc1cc2oc3cc(NCCC4CCCN4C)ccc3c(=O)c2cc1C (stereo unspecified)	-0.6%
22	COc1ccc(/C=N\NC(=O)CCN2CCN(c3ccccc3)CC2)cc1OC	0.7%
23	O=C1C(c2ccccc2)=[N+]([O-])c2ccccc21	0.5%
24	NNC(=O)c1csc(-c2ccc(C(F)(F)F)cc2Cl)n1	1.1%
25	CC(C)(C)CC(C)(C)Nc1c(-c2ccc(O)cc2)nc2cnccn12	-1.4%
26	CCN(CCNC(=O)C1CCN(S(=O)(=O)c2cccc3nsnc23)CC1)c1ccccc1	-0.8%
27	Cc1cc(-c2n[nH]c(=S)n2/N=C/c2ccc(Br)s2)n[nH]1	-10.1%
28	COC(=O)Cc1c(C)c2ccc(OC(=O)c3ccccc3)cc2oc1=O	0.9%
29	CN(C)C=NC1=NN(c2cccc(C(F)(F)F)c2)CC1	-2.1%
30	CC1CCC2C(C1)Nc1c(C(=O)O)cccc1C2(C)C (stereo unspecified)	-7.6%
31	Nc1ccc(N2CCN(c3ccccc3)CC2)c(F)c1	-3.9%
32	Oc1ccc(O)c(-c2cnns2)c1	5.54µM*
33	COc1ccc(NC2CC(=O)N(c3cccc([N+](=O)[O-])c3)C2=O)cc1 (stereo unspecified)	-12.2%
34	O=C(O)c1cc(-c2ccco2)nc2ccc(Br)cc12	-2.5%
35	COc1ccccc1N1CCN(C2CCCN(C(=O)CCc3c(C)noc3C)C2)CC1 (stereo unspecified)	-1.1%
36	CC(C)c1ccc2oc(-c3cc(N)ccc3O)nc2c1	-6.4%
37	Cc1nnc(SCc2cnc(-c3ccccc3)o2)[nH]c1=O	-0.4%
38	CC(=O)Nc1ccc(Nc2nc3ccccc3nc2NS(=O)(=O)c2ccccc2)cc1	-1.8%
39	Cc1nc2ccc(Br)cn2c1NC(C)(C)C	1.8%
40	CN(C)Cc1ccccc1Sc1ccc(O)cc1O	-17.3%

Next section.
entry	compound	HRP interference
41	c1cncc(CNc2ccc3c(c2)OCO3)c1	-14.2%
42	COc1cc(OC)c2ccc(=O)oc2c1C(CCN1CCCC1)c1ccc(N(C)C)cc1 (stereo unspecified)	-8.4%
43	CSCC[C@H](NC(=O)N1CCn2c1nc1ccccc12)C(=O)N1CCCCC1	-0.3%
44	COc1cc(/C=N/Nc2ccc(Cl)c(C(=O)O)c2)ccc1OC(=O)c1cccs1	-6.0%
45	Cc1nn(C)c(C)c1Sc1ccccc1N	-1.2%
46	COc1ccc(C(=O)Oc2ccc(/C=N/O)cc2)cc1	-1.0%
47	COc1cc(/C=N/NC(=O)c2ccc(=O)[nH]n2)ccc1O	-9.1%
48	COc1ccc(O)c(-c2cc(-c3ccccc3[N+](=O)[O-])[nH]n2)c1	-1.0%
49	COc1ccccc1C(=O)Nc1ccc2c(c1)nc1n2CCSC1	1.3%
50	Cn1cccc1CC(=O)N/N=C/c1ccc([N+](=O)[O-])cc1	-1.2%
51	COc1cc(/C=N/Nc2nc3ccccc3o2)cc(OC)c1O	-3.8%
52	NS(=O)(=O)c1ccc(N/N=C/c2ccc[nH]2)c([N+](=O)[O-])c1	0.3%
53	Cc1cccc(C)c1NC(=O)c1nc(S(=O)(=O)Cc2ccccc2)ncc1Cl	-3.5%
54	COc1ccc(N2CCN(C(=O)c3ccccc3N(C)S(=O)(=O)c3ccccc3)CC2)cc1	-2.4%
55	CC(=O)Nc1ccc(S(=O)(=O)NC(C)C(=O)NC(C)c2ccccc2)cc1 (stereo unspecified)	-0.3%
56	COC(=O)c1ccc(NC(=O)c2ccc(C)cc2)o1	-0.3%
57	N=c1sccn1CC(=O)Nc1ccc(SC(F)F)cc1	0.0%
58	CCN(CC)c1ccc(NS(=O)(=O)c2ccc(-c3ccc(=O)[nH]n3)o2)c(C)c1	-10.0%
59	O=C1NN(c2ccc(Cl)c(Cl)c2)C(=O)/C1=C/c1ccc(-c2ccccc2C(=O)O)o1	-11.5%
60	CN(C)c1ccc(NC(=O)Oc2ccccc2)cc1	-7.6%

3 records picked at random from the list so far, as already listed:
entry	compound	HRP interference
60	CN(C)c1ccc(NC(=O)Oc2ccccc2)cc1	-7.6%
41	c1cncc(CNc2ccc3c(c2)OCO3)c1	-14.2%
48	COc1ccc(O)c(-c2cc(-c3ccccc3[N+](=O)[O-])[nH]n2)c1	-1.0%

(next part)
entry	compound	HRP interference
61	COc1ccc2nc(-c3ccc(N)cc3)[nH]c2c1	-3.2%
62	Nc1cc(C(F)(F)F)ccc1C(=O)O	-1.1%
63	Cc1ccsc1C=Nc1ccc(O)cc1	-11.6%
64	O=S(=O)(c1ccc(-c2csc(-c3cccnc3)n2)cc1)N1CCCC1	-1.3%
65	Nc1ccc2oc(=O)c(-c3ccccc3)cc2c1	4.2%
66	Oc1ccc(/C(Cc2ccccn2)=N\Nc2ccccc2)c(O)c1	-13.0%
67	COc1ccccc1N1CCN(S(=O)(=O)c2cccc(F)c2)CC1	-2.5%
68	CN(C)Cc1c(O)ccc2c3c(c(=O)oc12)CCCCC3	-1.0%
69	Cc1cc2ncn(C(=O)c3ccc(F)cc3)c2cc1C	0.5%
70	COC(=O)c1ccc(CSc2nc3ccccc3c(=O)n2Cc2ccco2)o1	-0.1%
71	Oc1ccc(N=Nc2nccs2)c(O)c1	-16.3%
72	CCN(CC)c1ccc(C2CC(=O)Nc3cc(OC)c(OC)cc32)cc1 (stereo unspecified)	-0.7%
73	O=C(Nc1ccc(O)cc1)c1ccc(C(=O)c2ccccc2)o1	-0.5%
74	COc1cccc(/C=N/NC(=O)CC2C(=O)NN=C2C)c1O (stereo unspecified)	-6.5%
75	CN(C)S(=O)(=O)c1ccc(-c2cn3ccccc3n2)cc1	-0.3%
76	C/C(=N\Nc1nc2ccccc2[nH]1)c1ccc2c(c1)OCO2	-0.4%
77	Clc1ccc2[nH]c3c(c2c1)CCc1cn[nH]c1-3	-1.0%
78	COc1ccc(C(=O)N2CCN=C2SCc2cccnc2)c(OC)c1	-0.5%
79	CN1CCN(/N=C/c2ccc(N(C)c3ccccc3)cc2)CC1	-6.1%
80	O=C1CSC(c2ccccc2)N1c1ccc([N+](=O)[O-])cc1 (stereo unspecified)	-2.3%

Next part.
entry	compound	HRP interference
81	COc1cccc(Nc2c(F)c(F)c(F)c(F)c2C(=O)O)c1	-0.4%
82	Oc1c(Cl)cc(Cl)cc1CNc1ccc(Br)cn1	-1.1%
83	CC(C)(C)NC(=O)CN(C(=O)CCN1CCCc2ccccc21)C(C)(C)C	-6.1%
84	COc1ccc(N2CCN(C(CNC(=O)c3ccco3)c3ccco3)CC2)cc1 (stereo unspecified)	-3.0%
85	Cc1ccc2[nH]c(-c3cccc(N)c3)cc2c1	-1.6%
86	C=CCn1c(-c2cc(-c3ccccc3)sc2N)n[nH]c1=S	2.0%
87	O=C(N1CCCCC1)N1CCN(c2ccc(Cl)cc2)CC1	0.0%
88	Cc1ccc(S(=O)(=O)N(C)CC(=O)Nc2ccccc2N2CCCC2)cc1	-0.2%
89	Cc1cc(C)c2ccc(N)nc2c1O	0.0%
90	CCCN(Cc1ccc(N(CC)CC)cc1)CC1CC1	-2.9%
91	O=[n+]1cc(-c2cc3ccccc3o2)n([O-])c2c1CCCC2	3.0%
92	COc1ccccc1C(=O)Nc1ccc(N2CCCCC2)cc1	-1.8%
93	C=CCn1c(-c2sccc2C)n[nH]c1=S	6.8%
94	Nc1nc(C2CC2)c(Sc2sc(N)nc2C2CC2)s1	-7.1%
95	CCCCCCC(=O)N/N=C/c1ccco1	0.6%
96	CN1CCCC(CN2c3ccccc3Sc3ccccc32)C1 (stereo unspecified)	-5.0%
97	O=C(O)c1ccc(Nc2nc3ccccc3nc2NS(=O)(=O)c2ccc(F)cc2)cc1	1.4%
98	Cn1c(CCNC(=O)OC(C)(C)C)n[nH]c1=S	2.7%
99	CCc1ccc(CNc2ccc(N3CCN(C(C)=O)CC3)cc2)cc1	-9.6%
100	Oc1ccc(Br)cc1-c1nc2cnccn2c1NC1CCCC1	-9.5%

(listing goes on)
entry	compound	HRP interference
101	COc1ccc(/C=N/NC(=O)c2[nH]c3ccc(C)cc3c2-c2ccccc2)c(C(=O)O)c1OC	-3.1%
102	NC(=O)NC1CCCc2c1[nH]c1ccc(Cl)cc21 (stereo unspecified)	-0.8%
103	Cn1cc(Cl)c(-c2n[nH]c(=S)n2-c2ccc(F)cc2)n1	0.3%
104	Cc1n[nH]c(=S)n1-c1ccc(Cl)cc1	-6.5%
105	Oc1ccccc1N1CCN(c2nnnn2-c2ccccc2)CC1	2.7%
106	CC(=O)Oc1cc2oc(=O)cc(C)c2cc1Cl	-1.4%
107	COC(=O)c1c(N)sc2c1CC(C)(C)OC2	0.5%
108	Nc1ccc(N2CCN(C(=O)c3ccco3)CC2)cc1	-15.0%
109	COc1cccc(NC(=O)c2cc(OC)c(OC)c(OC)c2Br)c1	0.9%
110	O/N=C\c1ccc(-c2ccccc2)o1	-1.2%
111	Cc1cc(C)n2nc(C(=O)N/N=C/c3ccc(O)cc3)nc2n1	-6.8%
112	Oc1ccc(-c2nc(-c3ccc(O)c(O)c3)cs2)cc1	6.17µM*
113	CCC(=O)Nc1ccc(C(=O)NCCCn2ccnc2)cc1	-0.6%
114	Cc1csc(Nc2ccccc2)[n+]1-c1ccccc1	1.9%
115	Cc1[nH]c2ccc(C(=O)N3CCCCC3)cc2c1C	-1.4%
116	CN(C)c1ccc(CN(C(=O)c2cc3ccccc3oc2=O)C2CCS(=O)(=O)C2)cc1 (stereo unspecified)	0.1%
117	CCn1c(-c2cc(Br)cc(OC)c2O)nc2cc(S(=O)(=O)N(C)C)ccc21	-1.2%
118	Cc1ccc(C(=O)Nc2nc(-c3ccc([N+](=O)[O-])cc3)cs2)o1	6.8%
119	CCN(CC)c1ccc(CNCc2cccs2)cc1	-0.4%
120	COc1ccc(N)cc1NC(=O)CN1CCCC1	-8.0%

Arranged by formula weight (high to low): some entries from above
entry	compound	HRP interference
117	CCn1c(-c2cc(Br)cc(OC)c2O)nc2cc(S(=O)(=O)N(C)C)ccc21	-1.2%
116	CN(C)c1ccc(CN(C(=O)c2cc3ccccc3oc2=O)C2CCS(=O)(=O)C2)cc1 (stereo unspecified)	0.1%
114	Cc1csc(Nc2ccccc2)[n+]1-c1ccccc1	1.9%
106	CC(=O)Oc1cc2oc(=O)cc(C)c2cc1Cl	-1.4%
110	O/N=C\c1ccc(-c2ccccc2)o1	-1.2%

Not all compounds are listed. The share of hits here may be higher or lower than overall.
